Compound activity as filed in PubChem BioAssay.
KDM5B inh – KDM5B demethylase inhibition | Q9UGL1 | KDM5B demethylase, FDH-coupled NADH fluorescence (FDH is formaldehyde dehydrogenase) | Potency, µM (series often up to 57.7 µM), without a hit: at the top dose activity change, negative = inhibition, hits mostly inhibitors | 220,000 compounds, 2.6% hits; active means well fitted inhibition curve with a large enough effect; inconclusive means small, poorly fitted or top-dose-only effect; inactive means no such curve, though single readings can be large or run the other way; further: 0% is about no effect; nearly all actives have a fitted effect of over 70% in size
Target sequence (Q9UGL1 whole entry, looked up): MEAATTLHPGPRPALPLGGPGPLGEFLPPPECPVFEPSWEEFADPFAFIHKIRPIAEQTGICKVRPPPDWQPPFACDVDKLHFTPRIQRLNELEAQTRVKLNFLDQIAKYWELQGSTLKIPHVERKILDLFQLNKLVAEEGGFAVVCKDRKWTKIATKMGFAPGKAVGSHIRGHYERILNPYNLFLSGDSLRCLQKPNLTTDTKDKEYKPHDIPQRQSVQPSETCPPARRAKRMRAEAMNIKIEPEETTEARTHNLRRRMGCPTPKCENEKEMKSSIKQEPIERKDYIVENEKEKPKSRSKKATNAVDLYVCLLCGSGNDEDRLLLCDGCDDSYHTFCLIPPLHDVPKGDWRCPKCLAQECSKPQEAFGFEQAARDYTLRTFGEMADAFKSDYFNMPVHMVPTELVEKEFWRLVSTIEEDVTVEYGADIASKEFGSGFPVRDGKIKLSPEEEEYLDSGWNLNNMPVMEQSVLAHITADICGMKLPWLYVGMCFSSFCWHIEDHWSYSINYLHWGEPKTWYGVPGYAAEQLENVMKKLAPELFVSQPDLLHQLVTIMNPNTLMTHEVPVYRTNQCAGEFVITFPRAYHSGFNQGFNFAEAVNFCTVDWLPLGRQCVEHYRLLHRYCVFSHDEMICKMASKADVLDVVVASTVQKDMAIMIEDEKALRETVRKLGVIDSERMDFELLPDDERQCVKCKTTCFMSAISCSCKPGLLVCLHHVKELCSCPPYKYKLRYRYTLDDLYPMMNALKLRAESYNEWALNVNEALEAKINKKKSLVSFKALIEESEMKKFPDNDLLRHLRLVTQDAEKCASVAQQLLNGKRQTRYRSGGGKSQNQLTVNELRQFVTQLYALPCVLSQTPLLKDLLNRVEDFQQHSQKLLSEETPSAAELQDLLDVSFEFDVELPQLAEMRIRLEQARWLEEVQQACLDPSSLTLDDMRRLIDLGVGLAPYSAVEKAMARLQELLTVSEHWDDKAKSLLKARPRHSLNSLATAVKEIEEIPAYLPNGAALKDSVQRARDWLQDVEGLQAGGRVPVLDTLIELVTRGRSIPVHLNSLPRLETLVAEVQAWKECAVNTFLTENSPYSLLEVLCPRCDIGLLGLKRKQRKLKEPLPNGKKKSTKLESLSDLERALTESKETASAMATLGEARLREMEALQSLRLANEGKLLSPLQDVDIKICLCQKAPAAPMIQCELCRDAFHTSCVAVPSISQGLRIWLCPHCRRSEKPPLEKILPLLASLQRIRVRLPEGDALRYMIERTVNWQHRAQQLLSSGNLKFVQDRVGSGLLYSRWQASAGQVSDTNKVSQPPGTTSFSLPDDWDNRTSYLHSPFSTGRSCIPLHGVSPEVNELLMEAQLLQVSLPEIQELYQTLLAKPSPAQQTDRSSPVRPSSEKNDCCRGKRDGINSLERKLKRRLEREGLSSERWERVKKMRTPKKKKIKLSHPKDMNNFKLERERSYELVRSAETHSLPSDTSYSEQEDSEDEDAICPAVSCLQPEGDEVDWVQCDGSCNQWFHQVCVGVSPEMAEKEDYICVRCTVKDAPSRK
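Compound dilutions met 200 nM (final) KDM5BΔAP for 10 min at room temperature before substrate addition. The substrate mix held 12.5 µM H3K4me3 with cofactors 25 µM α-ketoglutarate and 50 µM Fe²⁺. NADH signal gain over 30 min defined activity.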
* hit, by the source's call; i = inactive; ? = inconclusive; [ ] = remark or other dose. Potency means the concentration at half of the fitted maximal effect. A portion of the library; count on the stated rates, not on these rows.

canonical_smiles	KDM5B inh
CS(=O)(=O)c1nc(S(=O)(=O)c2ccc(Cl)cc2)c(NCc2ccccc2)s1	-16.3%
CCOc1ccc(CNC(=O)CCC(=O)N2Cc3ccccc3Oc3ncccc32)cc1	-4.7%
CCCN(CCC)C(=O)CCCC(=O)N(C)Cc1ccsc1	5.5%
COCC1CN(C2CCC2)CC12CCN(Cc1ccc(OC)c(OC)c1)CC2 (stereo not drawn)	?
CCOC(=O)c1cccc(NC(=O)Cn2c(=O)c3cccn3c3ccccc32)c1	?
Cc1cc(-c2nc(C)c(-c3nnc(SCC(=O)Nc4ccccc4)n3C)s2)no1	i
Cc1nc(N2CCCCC2)n(CC(=O)Nc2cccc(Cl)c2)c(=O)c1C	-20.4%
Cc1ccc(C)c(/C=C/c2onc(C)c2S(=O)(=O)N2CCCC(C(=O)NC(C)(C)C)C2)c1 (stereo not drawn)	-7.3%
COc1cc(CNC(=O)[C@H]2CCC[C@H]2NC(=O)c2ccc(OC)nc2)cc(OC)c1	-10.7%
O=C(C1CCN(C(=O)N2CC3CC(C2)[C@H]2CCCC(=O)N2C3)CC1)N1CC=C(c2ccccc2)CC1 (stereo partly drawn)	-32.3%
CCCCNC(=O)c1c(OCC(C)C)cc(=O)n2c1CCCCC2	11.7%
COc1ccc(NC(=O)Cn2nc(Cc3ccncc3)c3ccccc3c2=O)c(OC)c1	4.6%
COc1ccc(Nc2ncc3c(n2)CCN(Cc2ccc(Br)s2)C3)c(OC)c1	?
Cc1cn2c(=O)cc(COc3cccc(NC(=O)c4ccccc4Cl)c3)nc2s1	?
O=C(CC1C(=O)NCCN1Cc1c(F)cccc1Cl)NCCCN1CCCC1=O (stereo not drawn)	-24.1%
COc1ccc(NC(=O)CSc2nnc(Cc3cccn3C)n2-c2ccc(F)cc2)cc1OC	10.9%
O=C(CCC1CCN(S(=O)(=O)c2ccc(F)cc2)CC1)NCc1nc2ccccc2[nH]1	-22.0%
CCCN(CC1CCOC1)S(=O)(=O)c1ccc(C)c(Cl)c1 (stereo not drawn)	18.0%
COCCn1cc(CN2CCN(c3ccccc3F)CC2)ccc1=O	-8.6%
COc1ccc2cc(C(=O)N3CCc4nn(C)c(=O)n4CC3)[nH]c2c1	25.1µM*
O=S(=O)(N1CCCC1)N1CCOC(Cc2cccc(C(F)(F)F)c2)C1 (stereo not drawn)	?
COc1ccc2nc(NS(=O)(=O)c3ccc(C)cc3)c(Nc3cc(Cl)ccc3OC)nc2c1	-57.8%
O=c1oc2ccccc2c(NCc2ccccc2)c1NS(=O)(=O)c1ccc(F)c(F)c1	13.9%
O=C(c1ccc2c(c1)OCO2)N(Cc1cccs1)C1(C(=O)NC2CCCC2)CCCCC1	16.4%
O=C1NCc2ccccc2CC12CCN(Cc1ccsc1)C2 (stereo not drawn)	-23.0%[149 µM]
CCCc1noc(-c2cc(S(=O)(=O)NCCc3ccccc3)ccc2OC)n1	-2.8%
Cc1ccc(NC(=O)c2oc3ccccc3c2NC(=O)c2ccc(F)c(F)c2)cc1	73.8%
COC(=O)c1cc(CSC(=N)N)ccc1OCCC(C)C	-7.1%
O=C(Nc1c(NC2CCCC2)c2ccccc2oc1=O)c1ccc2c(c1)OCO2	-16.3%
N#CCSc1ccnc(SCC#N)n1	15.5%
CCC(CC)c1nnc(NC(=O)c2ccc3ccccc3n2)s1	7.4%
COc1ccc(Br)cc1C(=O)Nc1cccc2ccc(C)nc12	-9.4%
OC[C@@H]1CN(Cc2ccccc2F)C[C@H]1c1nc(-c2ccncc2)no1	7.5%
CC(Cc1cnccn1)NC(=O)c1ccc2nc(-c3ccc(F)cc3)cn2c1 (stereo not drawn)	?
COc1ccc(C(=O)N2CCC(N3C(=O)CCC3C(=O)NCc3ccccc3)CC2)c(C)c1 (stereo not drawn)	1.3%
CCN(c1ccccc1)S(=O)(=O)c1ccc(NC(=O)c2cc(=O)c3cc(C)cc(C)c3o2)cc1	-4.8%
COc1ccc(-c2cn3nc(N4CCCC(C(=O)NCc5ccccc5C)C4)sc3n2)cc1 (stereo not drawn)	?
Cc1ccc(C2Cn3cnc(C(=O)N4CCC(C(=O)NC5CCCC5)CC4)c3CO2)cc1 (stereo not drawn)	12.2%
Cc1nc(N(C)C)ncc1C(=O)NCc1ccc(Cl)cc1	?
CCNC(=O)NCC1c2cc(OC)c(OC)cc2CCN1C(=O)Nc1ccccc1OC (stereo not drawn)	-21.3%
COc1ccc(C(=O)CSc2nnc(Nc3ccccc3OC)s2)c(OC)c1	0.3%
O=C(c1cccnc1)N1C[C@@H]2OCC(=O)N(c3ccccc3)[C@@H]2C1	8.6%[86.2 µM]
CN1CCN(c2nc3c(s2)CN(C(=O)CCC2CCCC2)CC3)CC1	?
CC(C)(C)NC(=O)Cn1ccn2nc(-c3ccc(F)cc3)c(CO)c2c1=O	9.1%
CCOc1ccc(C(F)(F)F)cc1N	4.1%
O=C(O)CCNS(=O)(=O)c1ccc(F)c(Cl)c1	-0.6%
CCCN1CCN(CCCNC(=O)c2cnn(-c3ccc(F)cc3)c2-n2cccc2)CC1	-25.2%
CCOC(=O)C1(Cc2cccc(OC)c2)CCCN(C(=O)CSc2ccncc2)C1 (stereo not drawn)	-15.7%
COCC(=O)NC[C@H]1OC[C@@H](NCc2cccc(C#N)c2)[C@@H]1O	17.9%[86.2 µM]
O=C(CCC1CCN(S(=O)(=O)c2ccccc2F)CC1)NCCCN1CCOCC1	-5.1%

Additional compounds follow.
canonical_smiles	KDM5B inh
O=C(NCCCN1CCCC1)c1cc2cc(F)ccc2[nH]1	341.4%[activator]
CCNC(=O)N1CCCCCCNC(=O)[C@@H]2C[C@@H](c3nc(Cc4ccccc4)no3)C[C@@H]21	-10.2%
O=C(c1cc2ccccc2oc1=O)N1CCN(c2ccc(F)cc2)CC1	?
Cn1cc(CN2C[C@H](C(=O)Nc3ccc(F)cc3)C[C@@H]2c2cccc(C(F)(F)F)c2)cn1	-8.1%
COc1ccc(NC(=O)Cn2ccn(-c3ccccc3)c(=O)c2=O)cc1	7.7%
Cn1c(SCC(=O)Nc2ccc(F)cc2)nc2c([nH]c3ccccc32)c1=O	?
Cc1cccc(NS(=O)(=O)c2nnc(NC(=O)C3CCCCC3)s2)c1	18.3%
O=S(=O)(c1ccccc1Cl)N1CCCC1c1nncn1Cc1ccncc1 (stereo not drawn)	-8.7%
COCCNC(=O)[C@@H]1C[C@H](Oc2ccccc2)CN1C(=O)c1cccnc1C	-14.0%
O=S(=O)(c1cnc[nH]1)N1CCC(c2nc(-c3ccccc3)no2)C1 (stereo not drawn)	-18.4%
CCOc1ncccc1C(=O)N1CCN(CC(=O)Nc2ccccc2Cl)CC1	-2.9%
COc1ccc(-n2c(=O)c3ccccc3n(CC(=O)NCCc3ccccc3)c2=O)c(OC)c1	-2.7%
O=C(CSc1nc2ccccc2o1)NC(=O)NC1CCCC1	14.6%
Cc1ccc(CNC(=O)c2c(Nc3ccccc3C)sc(C(=O)c3ccc(F)cc3)c2N)cc1	?
Cc1ccc(N2C(=O)CSC23CCN(C(=O)C2CC2)CC3)cc1	-5.2%
CCCCOc1ccc(-c2nc(C3CC(=O)N(c4ccc(OC)cc4)C3)no2)cc1 (stereo not drawn)	?
O=C(Nc1cccc(C(F)(F)F)c1)O[C@@H]1CO[C@H]2[C@@H]1OC[C@@H]2n1nnnc1-c1ccccc1	13.4%
O=C(O)CCn1ncc2cc(OC3CCN(C(=O)C4CCCC4)CC3)ccc21	-8.2%[86.2 µM]
CS(=O)(=O)N1CCCN(C(=O)CN2CCCC2=O)CCNC(=O)CC1c1ccccc1 (stereo not drawn)	-11.6%
COc1ccccc1CNC(=O)CCC1N=C2c3ccccc3N=C(SCC(=O)Nc3ccc(N(C)C)cc3)N2C1=O (stereo not drawn)	?
CN1CCC(N[C@@H]2CO[C@H](CNC(=O)Nc3ccccc3)[C@H]2O)CC1	-11.4%[86.2 µM]
CCN1C(=O)CN(C(=O)C2CCCC2)CC12CCOCC2	-2.6%
Cc1cc(C)n(C(C)CC(=O)Nc2ccc(Cl)cc2C)n1 (stereo not drawn)	-0.2%
CCCN1CCCC12Cc1ccccc1CN(C(=O)CC)C2 (stereo not drawn)	?
Cc1nn(C(=O)CCCC(=O)N2CCC(c3nc(C4CCOCC4)no3)CC2)c2ccccc12	-24.2%

22 neighbouring records already listed:
canonical_smiles	KDM5B inh
Cn1cc(CN2C[C@H](C(=O)Nc3ccc(F)cc3)C[C@@H]2c2cccc(C(F)(F)F)c2)cn1	-8.1%
COc1ccc(NC(=O)Cn2ccn(-c3ccccc3)c(=O)c2=O)cc1	7.7%
Cn1c(SCC(=O)Nc2ccc(F)cc2)nc2c([nH]c3ccccc32)c1=O	?
Cc1cccc(NS(=O)(=O)c2nnc(NC(=O)C3CCCCC3)s2)c1	18.3%
O=S(=O)(c1ccccc1Cl)N1CCCC1c1nncn1Cc1ccncc1 (stereo not drawn)	-8.7%
COCCNC(=O)[C@@H]1C[C@H](Oc2ccccc2)CN1C(=O)c1cccnc1C	-14.0%
O=S(=O)(c1cnc[nH]1)N1CCC(c2nc(-c3ccccc3)no2)C1 (stereo not drawn)	-18.4%
CCOc1ncccc1C(=O)N1CCN(CC(=O)Nc2ccccc2Cl)CC1	-2.9%
COc1ccc(-n2c(=O)c3ccccc3n(CC(=O)NCCc3ccccc3)c2=O)c(OC)c1	-2.7%
O=C(CSc1nc2ccccc2o1)NC(=O)NC1CCCC1	14.6%
Cc1ccc(CNC(=O)c2c(Nc3ccccc3C)sc(C(=O)c3ccc(F)cc3)c2N)cc1	?
Cc1ccc(N2C(=O)CSC23CCN(C(=O)C2CC2)CC3)cc1	-5.2%
CCCCOc1ccc(-c2nc(C3CC(=O)N(c4ccc(OC)cc4)C3)no2)cc1 (stereo not drawn)	?
O=C(Nc1cccc(C(F)(F)F)c1)O[C@@H]1CO[C@H]2[C@@H]1OC[C@@H]2n1nnnc1-c1ccccc1	13.4%
O=C(O)CCn1ncc2cc(OC3CCN(C(=O)C4CCCC4)CC3)ccc21	-8.2%[86.2 µM]
CS(=O)(=O)N1CCCN(C(=O)CN2CCCC2=O)CCNC(=O)CC1c1ccccc1 (stereo not drawn)	-11.6%
COc1ccccc1CNC(=O)CCC1N=C2c3ccccc3N=C(SCC(=O)Nc3ccc(N(C)C)cc3)N2C1=O (stereo not drawn)	?
CN1CCC(N[C@@H]2CO[C@H](CNC(=O)Nc3ccccc3)[C@H]2O)CC1	-11.4%[86.2 µM]
CCN1C(=O)CN(C(=O)C2CCCC2)CC12CCOCC2	-2.6%
Cc1cc(C)n(C(C)CC(=O)Nc2ccc(Cl)cc2C)n1 (stereo not drawn)	-0.2%
CCCN1CCCC12Cc1ccccc1CN(C(=O)CC)C2 (stereo not drawn)	?
Cc1nn(C(=O)CCCC(=O)N2CCC(c3nc(C4CCOCC4)no3)CC2)c2ccccc12	-24.2%

The results go on:
canonical_smiles	KDM5B inh
CN(CC[C@H]1CN(C(=O)C(C)(C)C)CC[C@H]1CC(=O)O)c1ccccc1	?
CCOc1ncccc1CNC(=O)c1cc2cc(Cl)ccc2nc1C	1.1%
O=C(Nc1ccc(F)cc1F)c1ccc(-n2cnc3cccnc32)cc1	-18.9%
COc1cc(C(=O)Nc2ccc3oc(C)nc3c2)cc(OC)c1OC	33.2%[activator]
CC1(C)NC(=O)N(CCC(=O)Nc2cccc3cccnc23)C1=O	-7.5%
COc1ccc(S(=O)(=O)Oc2ccc3c(c2)O/C(=C\c2ccc(OC)c(OC)c2)C3=O)cc1	7.0%
CCOC(=O)C1CCN(C(=O)c2cc3c(n2C)CCN(Cc2ccccc2)C3)CC1	-28.8%
Cc1cc(C)c(NC(=O)Nc2csc3c2CCCC3)c(C)c1	-14.3%
COc1cccc(CNC(=O)Nc2cccc(-c3ccc(N4CCOCC4)nn3)c2)c1	2.1%
O=C(Nc1ccc(Cl)cc1Cl)c1cn2c(n1)CN(C(=O)c1ccccc1F)CC2	?
C=CCn1c(-n2nc(C)c(C)c2C)nc2c1c(=O)[nH]c(=O)n2C	7.1%
Cc1ccc(NC(=O)c2cnc(SCC(=O)Nc3cc(C)on3)n(C)c2=O)cc1	-1.5%
Cc1cc(CN2C[C@@H](CO)[C@H](C(=O)NC3CC3)C2)n(C)n1	-20.3%
O=C(Nc1ccc([C@@H](O)[C@H]2COCC(=O)N2Cc2ccccc2F)cc1)c1ccc2c(c1)OCO2	5.1%
CNC(=O)c1ccc(-c2nc(CN3CCN(C(=O)Nc4ccc(Cl)cc4)CC3)c(C)o2)cc1	?
c1ccc(-n2ncc3c(NC4CCCCCCCCCCC4)ncnc32)cc1	24.6%
COc1ccc(C(=O)N2CCCOCCNC(=O)CC2)cc1F	15.3%
Cc1cccc(NC(=O)Cn2c(=O)oc3cc(S(=O)(=O)NC4CCCC4)ccc32)c1	-20.3%
CCOC(=O)C(=O)N1CCN(c2nc(C(C)C)c3c(c2C#N)CCCC3)CC1	-11.8%
COC(=O)c1ccc(CNC(=O)C(Sc2ccccc2)c2ccccc2)cc1 (stereo not drawn)	25.6%
CCN1CCN(CCNC(=O)c2c(C)nn(-c3ccc(F)cc3)c2-n2cccc2)CC1	9.9%
